Bioassay records: PubChem, National Center for Advancing Translational Sciences (NCATS)
Tb PGK inh = qHTS Assay to Find Inhibitors of Phosphoglycerate Kinase; AID 602233, 2012; 380,000 compounds, 0.043% hits; Phosphoglycerate kinase, glycosomal (Trypanosoma brucei brucei), P07378; Potency, µM (top dose mostly 57.5 µM), inactives show at the top dose activity change, negative = inhibition, most hits filed as inhibitors; PGK/GAPDH coupled, Kinase-Glo luminescence, 60 min; also: % is scaled to controls: 0 for no effect and ±100 for the full control effect; nearly all actives have a fitted effect of over 60% in size
Target sequence (P07378 whole entry, looked up): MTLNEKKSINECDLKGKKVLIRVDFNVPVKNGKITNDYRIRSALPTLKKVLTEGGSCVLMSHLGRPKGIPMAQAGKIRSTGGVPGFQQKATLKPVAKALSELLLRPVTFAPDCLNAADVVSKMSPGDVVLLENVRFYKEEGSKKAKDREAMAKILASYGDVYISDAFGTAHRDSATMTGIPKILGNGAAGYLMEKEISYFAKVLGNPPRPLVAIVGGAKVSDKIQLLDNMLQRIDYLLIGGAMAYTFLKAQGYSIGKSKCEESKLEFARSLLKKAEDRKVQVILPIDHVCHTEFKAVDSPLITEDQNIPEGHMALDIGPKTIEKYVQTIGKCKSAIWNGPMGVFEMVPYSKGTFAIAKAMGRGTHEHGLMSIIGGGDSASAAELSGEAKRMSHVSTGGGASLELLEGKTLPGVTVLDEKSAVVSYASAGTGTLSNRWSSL
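Luminescent ATP detection (Kinase-Glo Plus) follows a 60-minute room-temperature incubation, with wells lacking PGK as controls. Buffer: 100 mM TEA (pH 7.6), 5 mM MgCl2, 0.01% Tween-20. Coupling enzyme GAPDH (100 nM final) supplies unstable 1,3-BPG in-well.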
JMJD2A Tudor inh = qHTS Assay for Inhibitors of JMJD2A-Tudor Domain. Lysine-specific demethylase 4A (Homo sapiens), O75164. AlphaScreen JMJD2A-Tudor / H3K4me3 peptide binding. Potency, µM (highest dose often 114 µM), inactives show at the highest dose activity change, negative = inhibition, hits mostly inhibitors. 390,000 compounds, 4.4% hits; also: % is scaled to controls: 0 for no effect and ±100 for the full control effect; nearly all actives have a fitted effect of over 50% in size
Pin1 inh = qHTS Assay to Find Inhibitors of Pin1; Pin1 FP peptide displacement, HiFluor488, 10 min; Potency, µM (doses to about 115 µM), for inactives: top-dose activity, negative = inhibition, hits mostly inhibitors; Peptidyl-prolyl cis-trans isomerase NIMA-interacting 1 (Homo sapiens), Q13526; 390,000 compounds, 0.009% hits; active = well fitted inhibition curve with a large enough effect in the polarisation, with a control signal flat, not every such curve was filed as active; inconclusive = small, poorly fitted or top-dose-only effect, or effect the other way, or a change in a side signal; inactive = no such curve, though single readings can be large or run the other way; the % refers to the polarisation; also: % is scaled to controls: 0 for no effect and ±100 for the full control effect
RGS4 inhibitor = Inhibitors of Regulator of G Protein Signaling (RGS) 4: qHTS; Regulator of G-protein signaling 4 (Homo sapiens), P49798; Transcreener GDP fluorescence polarization, RGS4-accelerated GTP hydrolysis; Potency, µM (highest dose often 114 µM), inactives show at the top dose activity change, negative = inhibition, most hits filed as inhibitors; 390,000 compounds, 0.039% hits; also: % is scaled to controls: 0 for no effect and ±100 for the full control effect; nearly all actives have a fitted effect of over 75% in size; some results filed as inactive show a strong effect at the top dose
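MLSMR compounds (23 nl, pin-transferred) preincubated 10 min at room temperature with a 500nM (2x) first reagent, then RGS4 at 900nM (2x) plus Transcreener GDP mix added; fluorescence polarization (620/688 nm) read before and after 90 min at 30 °C.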
GLS inh = qHTS for Inhibitors of Glutaminase (GLS); Glutaminase kidney isoform, mitochondrial (Homo sapiens), O94925; Potency, µM (series often up to 45.5 µM), for inactives: at the top dose activity change, negative = inhibition, actives largely listed as inhibitors; GLS enzymatic activity, qHTS titration; AID 624170, 2012; 410,000 compounds, 0.21% hits; also: % is scaled to controls: 0 for no effect and ±100 for the full control effect
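Enzyme dispensed in phosphate buffer (45 mM, pH 8.2, 0.02% Tween-20), compounds pinned in, then 1 mM L-glutamine solution and the glutamate oxidase–HRP–Amplex Red mix added; fluorescence read immediately and again after 30 min at room temperature.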
rTrxR1 inhibitor = qHTS Assay for Inhibitors of Mammalian Selenoprotein Thioredoxin Reductase 1 (TrxR1): qHTS | AID 588453, 2011 | Thioredoxin reductase 1, cytoplasmic (Rattus norvegicus), O89049 | Potency, µM (highest dose often 114 µM), without a hit: at the top dose activity change, negative = inhibition, usual class: inhibitors | recombinant rTrxR1, NADPH fluorescence consumption, selenite substrate | 390,000 compounds, 1% hits; also: % is scaled to controls: 0 for no effect and ±100 for the full control effect; nearly all actives have a fitted effect of over 65% in size
Target sequence (O89049 whole entry, looked up): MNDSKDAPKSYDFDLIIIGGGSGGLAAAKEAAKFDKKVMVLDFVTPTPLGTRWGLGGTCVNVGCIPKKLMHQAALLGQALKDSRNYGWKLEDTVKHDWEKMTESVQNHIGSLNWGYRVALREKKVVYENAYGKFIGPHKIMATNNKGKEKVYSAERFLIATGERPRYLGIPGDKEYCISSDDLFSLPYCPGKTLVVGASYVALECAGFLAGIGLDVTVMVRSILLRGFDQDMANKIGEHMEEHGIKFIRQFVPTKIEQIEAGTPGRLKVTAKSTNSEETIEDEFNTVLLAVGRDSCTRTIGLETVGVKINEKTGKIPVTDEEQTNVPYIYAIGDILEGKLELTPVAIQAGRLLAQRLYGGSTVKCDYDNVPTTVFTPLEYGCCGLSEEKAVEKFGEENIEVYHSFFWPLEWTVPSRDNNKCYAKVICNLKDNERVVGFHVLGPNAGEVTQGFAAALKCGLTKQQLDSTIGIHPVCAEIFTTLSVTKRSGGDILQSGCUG
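Rat TrxR1 (90 nM in the dispensed reagent) was pre-reduced with 400 uM NADPH for 5 min at room temperature, then incubated with compound for 15 min. After 400 uM selenite was added, NADPH fluorescence (Ex 340/Em 450 nm) was followed for 8 min.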
HP1b chromo inh = HTS for Inhibitors of HP1-beta Chromodomain Interactions with Methylated Histone Tails. AlphaScreen HP1-beta / biotin-H3K9me3 peptide binding. Potency, µM (doses to about 114 µM), for the others: top-dose activity change, negative = inhibition, actives largely listed as inhibitors. 390,000 compounds, 0.56% hits. AID 540317, 2011; also: nearly all actives have a fitted effect of over 70% in size; inactives centre near 23
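HP1-beta protein (50 nM final) preincubated 30 min at room temperature with biotinylated H3(1-18)K9me3 peptide (50 nM) in PBS pH 7.4, 0.01% Tween-20, then compound added for 30 min. AlphaScreen streptavidin donor/nickel chelate acceptor beads (10 ug/mL final), 30 min dark, luminescence read.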
ERG-DNA inh = qHTS for Small Molecule Inhibitors of the ERG Ets/DNA interaction | Transcriptional regulator ERG (Homo sapiens), P11308 | 370,000 compounds, 0.028% hits | fluorescence polarization, His-ERG Ets domain / labelled DNA | Potency, µM (top dose mostly 76.9 µM), for inactives: at the highest dose FP activity, negative = inhibition, hits mostly inhibitors; active = well fitted inhibition curve with a large enough effect in the polarisation, with a control signal flat; inconclusive = small, poorly fitted or top-dose-only effect, or effect the other way, or a change in a side signal; inactive = no such curve, though single readings can be large or run the other way; the % refers to the polarisation;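 also: polarization taken with two DNA probes labelled with fluorescein and Texas red; % of control where 0% means no effect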
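His-tagged ERG Ets domain (1 uM in the protein solution; 300mM KCl, 50mM Tris-HCl, 1mM EDTA, 1mM DTT, pH 7.5) received compound, then a probe mix of 5 nM fluorescein-DNA and 100nM Texas-615-DNA. Fluorescence polarization was read for both dyes.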
ALOX12 inh = Primary qHTS assay for inhibitors of human arachidonate 12S-lipoxygenase (ALOX12): Round 2. Polyunsaturated fatty acid lipoxygenase ALOX12 (Homo sapiens), P18054. purified 12hLO, xylenol orange hydroperoxide absorbance. Potency, µM (top dose mostly 108 µM), without a hit: at the top dose activity change, negative = inhibition, actives largely listed as inhibitors. 580,000 compounds, 1.1% hits; also: % is scaled to controls: 0 for no effect and ±100 for the full control effect
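Hydroperoxide product was detected by ferrous iron/xylenol orange as the 573 to 405 nm absorbance ratio. Arachidonic acid at 40 uM (final) was turned over for 30 min at room temperature by 150 nM human 12hLO, pH 7.0 Hepes buffer, after 15 min compound preincubation.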
Numbers without * were called inactive; [ ] = remark or other dose. Unless noted, calls follow the shape of the dose curve; as a rule, active = well fitted curve in the direction sought with a large enough effect; inconclusive = small, poorly fitted or top-dose-only effect, or another doubt; inactive = no such curve, though single readings can be large; an effect the other way counts as inactive or inconclusive. Potency is read from the fitted curve at half-maximal effect. Not all compounds are listed; count on the stated rates, not on these rows.

Results for COC(=O)c1ccc(COc2ccc(/C=C(\C#N)c3nc4ccccc4[nH]3)cc2OC)o1 ?
Tb PGK inh: -10.9%; JMJD2A Tudor inh: -27.8%; Pin1 inh: inconclusive; RGS4 inhibitor: inconclusive; GLS inh: -2.8%; rTrxR1 inhibitor: -12.5%; HP1b chromo inh: 41.9%[activator]; ERG-DNA inh: -5.6%; ALOX12 inh: -0.4%

How did CN(C)C(=O)COc1ccc(C(=O)/C=C/c2cccnc2)cc1 do in these assays?
Tb PGK inh: 3.8%; JMJD2A Tudor inh: 3.4%; Pin1 inh: -1.1%; RGS4 inhibitor: -27.0%; GLS inh: 0.0%; rTrxR1 inhibitor: -23.3%; HP1b chromo inh: 22.5%; ERG-DNA inh: 15.0%; ALOX12 inh: 11.8%

Results for CCN(C(=O)CSc1nnc(COc2ccccc2F)n1N)C1CCS(=O)(=O)C1 (stereo unspecified) ?
Tb PGK inh: -7.3%; JMJD2A Tudor inh: -0.7%; Pin1 inh: 0.8%; RGS4 inhibitor: -20.5%; GLS inh: -5.2%; rTrxR1 inhibitor: 2.3%; HP1b chromo inh: 23.6%; ERG-DNA inh: 1.9%; ALOX12 inh: -0.8%

What do the screens show for `O=C1CC(Cc2ccc(Cl)cc2)C(=O)N1c1ccccn1` (stereo unspecified)?
Tb PGK inh: -0.5%; JMJD2A Tudor inh: 3.5%; Pin1 inh: -7.9%; RGS4 inhibitor: 29.0%; GLS inh: 3.1%; rTrxR1 inhibitor: 4.7%; HP1b chromo inh: 12.8%; ERG-DNA inh: -2.3%; ALOX12 inh: 0.0%

Results for CC(C)c1ccc(-c2nc(N3CCCCCC3)nc3n[nH]c(N)c23)cc1 ?
Tb PGK inh: -3.0%; JMJD2A Tudor inh: 1.6%[57.1 µM]; Pin1 inh: -1.1%; RGS4 inhibitor: -6.8%[11.4 µM]; GLS inh: 3.1%; rTrxR1 inhibitor: 14.4%; HP1b chromo inh: 22.3%; ERG-DNA inh: -16.2%; ALOX12 inh: 8.4%

What do the screens show for `CCOC(=O)c1cccc(NC(=O)c2ccco2)c1`?
Tb PGK inh: -11.8%; JMJD2A Tudor inh: -17.7%; Pin1 inh: -8.7%; RGS4 inhibitor: 7.5%; GLS inh: -8.4%; rTrxR1 inhibitor: 19.4%; HP1b chromo inh: 13.2%; ERG-DNA inh: -2.1%; ALOX12 inh: -6.0%

What do the screens show for `C/C(=N\Nc1ccc(Cl)c(C(=O)O)c1)c1cccs1`?
Tb PGK inh: -15.5%; JMJD2A Tudor inh: -12.0%; Pin1 inh: inconclusive; RGS4 inhibitor: 11.3%; GLS inh: inconclusive; rTrxR1 inhibitor: 14.1%; HP1b chromo inh: 28.5%; ERG-DNA inh: 13.1%; ALOX12 inh: -17.3%

Results for O=C(COC(=O)c1ccccc1NCCO)Nc1cccc(S(=O)(=O)NC2=NCCCCC2)c1 ?
Tb PGK inh: -2.6%; JMJD2A Tudor inh: -20.4%; Pin1 inh: 1.1%; RGS4 inhibitor: 0.3%; GLS inh: -0.3%; rTrxR1 inhibitor: 26.5%; HP1b chromo inh: 18.0%; ERG-DNA inh: 8.2%; ALOX12 inh: -0.6%

Results for O=C(c1cccs1)c1coc2ccc(O)c(CN(CCO)CCO)c12 ?
Tb PGK inh: -5.3%; JMJD2A Tudor inh: -13.4%; Pin1 inh: 2.6%; RGS4 inhibitor: -2.9%; GLS inh: 34.7%[activator]; rTrxR1 inhibitor: 2.0%; HP1b chromo inh: 11.0%; ERG-DNA inh: -3.9%; ALOX12 inh: -34.5%

How did O=[N+]([O-])c1cccc(S(=O)(=O)N2CCN(c3ccccn3)CC2)c1 do in these assays?
Tb PGK inh: 3.6%; JMJD2A Tudor inh: -2.7%; Pin1 inh: 2.5%; RGS4 inhibitor: 24.9%; GLS inh: 14.4%; rTrxR1 inhibitor: 18.4%; HP1b chromo inh: 43.4%[activator]; ERG-DNA inh: -6.3%; ALOX12 inh: 5.0%

How did COc1ccc(CC(=O)Nc2cc(C)on2)cc1 do in these assays?
Tb PGK inh: -6.4%; JMJD2A Tudor inh: -3.0%; Pin1 inh: -3.9%; RGS4 inhibitor: -6.7%; GLS inh: -16.8%; rTrxR1 inhibitor: -5.2%; HP1b chromo inh: 30.8%; ERG-DNA inh: -8.6%; ALOX12 inh: 0.9%

What do the screens show for `COc1ccc(N(CC(=O)NCc2ccccc2)S(=O)(=O)c2c(C)n[nH]c2C)cc1`?
Tb PGK inh: -3.8%; JMJD2A Tudor inh: -6.2%; Pin1 inh: 1.4%; RGS4 inhibitor: 37.0%; GLS inh: 2.6%; rTrxR1 inhibitor: 9.7%; HP1b chromo inh: 28.9%; ERG-DNA inh: 8.2%; ALOX12 inh: -1.1%

How did COC(C[C@H](O)[C@H](C)[C@@H](O)COCc1ccccc1)OC do in these assays?
Tb PGK inh: 1.2%; JMJD2A Tudor inh: -8.4%; Pin1 inh: -1.2%; RGS4 inhibitor: 13.2%; GLS inh: 13.6%; rTrxR1 inhibitor: 9.0%[57.1 µM]; HP1b chromo inh: 27.5%; ERG-DNA inh: -3.0%; ALOX12 inh: -3.0%

What do the screens show for `CCC(CO)Oc1cc(NCc2ccc(C(F)(F)F)cc2)c2ncn(C(C)C)c2c1` (stereo unspecified)?
Tb PGK inh: 2.4%; JMJD2A Tudor inh: inconclusive; Pin1 inh: 12.6%; RGS4 inhibitor: -0.6%; GLS inh: 13.1%; rTrxR1 inhibitor: -4.1%[57.1 µM]; HP1b chromo inh: 1.8%; ERG-DNA inh: -8.0%; ALOX12 inh: inconclusive

Results for COc1ccccc1NC(=O)[C@@H]1CCCN1S(=O)(=O)c1ccc(Cl)cc1 ?
Tb PGK inh: 3.2%; JMJD2A Tudor inh: -1.4%; Pin1 inh: -4.3%; RGS4 inhibitor: 5.3%; GLS inh: 3.4%; rTrxR1 inhibitor: 16.4%; HP1b chromo inh: 21.7%; ERG-DNA inh: -7.9%; ALOX12 inh: 21.0%

What do the screens show for `CCCc1cc(=O)oc2c(CN3CCCC3)c(O)c(Cl)cc12`?
Tb PGK inh: -5.1%; JMJD2A Tudor inh: -11.2%; Pin1 inh: -0.8%; RGS4 inhibitor: -10.1%; GLS inh: 12.5%; rTrxR1 inhibitor: -101.7%; HP1b chromo inh: 7.2%; ERG-DNA inh: -2.1%; ALOX12 inh: -23.5%

What do the screens show for `CCN1CCN(c2csc3ccc(Br)cc3c2=O)CC1`?
Tb PGK inh: -9.4%; JMJD2A Tudor inh: -14.1%; Pin1 inh: 1.2%; RGS4 inhibitor: inconclusive; GLS inh: 21.0%; rTrxR1 inhibitor: 1.8%[57.1 µM]; HP1b chromo inh: 29.8%[57 µM]; ERG-DNA inh: 2.5%; ALOX12 inh: inconclusive

What do the screens show for `O=C(CN1CCN(Cc2ccccc2)CC1)N/N=C/c1ccco1`?
Tb PGK inh: inactive; JMJD2A Tudor inh: -2.0%; Pin1 inh: 1.2%; RGS4 inhibitor: -8.3%; GLS inh: -4.0%; rTrxR1 inhibitor: 11.5%; HP1b chromo inh: 51.4%[activator]; ERG-DNA inh: 0.6%; ALOX12 inh: -28.3%

Results for Cc1nn2c(N3CCN(CCO)CC3)c3c(nc2c1-c1ccccc1)CCCC3 ?
Tb PGK inh: -1.2%; JMJD2A Tudor inh: -14.2%; Pin1 inh: 2.8%; RGS4 inhibitor: -7.9%; GLS inh: -1.8%; rTrxR1 inhibitor: -1.4%[57.1 µM]; HP1b chromo inh: 12.3%; ERG-DNA inh: -7.3%; ALOX12 inh: 401.2%[activator]

Results for CC(=O)c1ccc(NC(=O)CN(C)CC(=O)Nc2cccc(F)c2)cc1 ?
Tb PGK inh: -3.1%; JMJD2A Tudor inh: inconclusive; Pin1 inh: 21.6%; RGS4 inhibitor: -7.2%; GLS inh: -1.4%; rTrxR1 inhibitor: 39.5%[activator][57.1 µM]; HP1b chromo inh: 28.4%; ERG-DNA inh: 3.2%; ALOX12 inh: 47.5%[activator]

How did COc1ccccc1CNC(=O)c1cc2c(s1)CS(=O)(=O)C2 do in these assays?
Tb PGK inh: 2.9%; JMJD2A Tudor inh: -17.0%; Pin1 inh: inconclusive; RGS4 inhibitor: 8.5%; GLS inh: -2.7%; rTrxR1 inhibitor: -11.3%[57.1 µM]; HP1b chromo inh: 21.9%; ERG-DNA inh: 5.7%; ALOX12 inh: -1.9%[57.4 µM]
